High-throughput results (PubChem)
NIH3T3 tox: Cytotoxic Profiling in NIH 3T3 Cell Line of Diverse Libraries Using Quantitative High-Throughput Screening | NIH 3T3 viability, CellTiter-Glo ATP luminescence, 48-72 h | Potency, µM (doses to about 96.7 µM), inactives show at the highest dose activity change, negative = cytotoxicity, hits mostly inhibitors | hit rate 4.3% among 94,000 | AID 1345082, 2018; also: potency is read from the fitted curve at half-maximal effect; nearly all actives have a fitted effect of over 55% in size
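Mouse fibroblast NIH 3T3 cells, 400 per well, received compound via pintool and were incubated for 48 or 72 hr prior to CellTiter-Glo ATP luminescence measurement.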
Luciferase inh: Firefly luciferase inhibition profiling of diverse chemical library using quantitative high-throughput screening | Luciferin 4-monooxygenase (Photinus pyralis), P08659 | purified P. pyralis luciferase, luminescence, biochemical | Potency, µM (titrated, usually from 115 µM), for the others: at the highest dose activity change, negative = inhibition, usual class: inhibitors | hit rate 2.5% among 76,000 | AID 1347043, 2019; also: potency is read from the fitted curve at half-maximal effect; nearly all actives have a fitted effect of over 65% in size
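Cell-free enzyme assay, 10nM P. pyralis luciferase, luciferin and ATP each at 10uM. Inhibition profiled over a 6-point titration, read as luminescence.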
SNCA expr inhib: Primary qHTS assay for inhibitors of alpha-synuclein gene (SNCA) expression; HEK-293 SNCA-luciferase knock-in, luminescence, 24 h; hit rate 0.17% among 140,000; Potency, µM (series often up to 57.2 µM), inactives show at the top dose activity change, negative = inhibition, most hits filed as inhibitors;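 also: potency is read from the fitted curve at half-maximal effect; plate controls were DMSO cells for no effect and cell-free wells for full effect; nearly all actives have a fitted effect of over 45% in size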
IP6K1 inhibitor: Primary qHTS assay for small molecule inhibitors of Inositol hexaphosphate kinase 1 (IP6K1) | activity change, % (series mostly up to about 58 µM) | hit rate 0.81% among 140,000 | Inositol hexakisphosphate kinase 1 (Homo sapiens), Q92551 | IP6K1 kinase, ADP-Glo luminescence, 2 h; active compounds read low | AID 1645851, 2021; in the data active = activity change below about -25%
Target sequence (Q92551 whole entry, looked up): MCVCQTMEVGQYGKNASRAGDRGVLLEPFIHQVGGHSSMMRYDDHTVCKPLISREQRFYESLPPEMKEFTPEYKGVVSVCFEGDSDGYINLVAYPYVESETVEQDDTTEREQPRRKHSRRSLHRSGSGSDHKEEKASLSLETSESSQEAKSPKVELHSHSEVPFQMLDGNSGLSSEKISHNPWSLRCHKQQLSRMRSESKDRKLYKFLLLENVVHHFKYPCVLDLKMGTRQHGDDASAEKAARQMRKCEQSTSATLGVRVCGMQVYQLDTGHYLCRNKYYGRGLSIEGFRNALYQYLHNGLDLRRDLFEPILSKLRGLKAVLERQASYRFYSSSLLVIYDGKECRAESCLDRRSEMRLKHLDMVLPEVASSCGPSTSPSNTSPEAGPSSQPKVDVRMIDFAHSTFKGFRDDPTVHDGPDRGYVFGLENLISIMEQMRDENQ
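ADP-Glo luminescence measures ADP made by human IP6K1 during a 2 h RT reaction with ATP/IP6 (mix at 1.3 mM/130 uM); top library doses 57.5 and 19.1 uM final.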
SNCA viab count: GF-AFC viability counterscreen for inhibitors of alpha-synuclein gene (SNCA) expression; hit rate 0.12% among 150,000; Potency, µM (titrated, usually from 57.1 µM), inactives show top-dose activity change, negative = cytotoxicity, usual class: cytotoxic; AID 1671193, 2021; HEK-293-SNCA-luc viability, GF-AFC fluorescence, 24 h;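 also: potency is read from the fitted curve at half-maximal effect; 0% = DMSO-treated cells and -100% = medium-only wells without cells; nearly all actives have a fitted effect of over 30% in size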
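HEK-293-SNCA-luc cells (1500/well) plated 24 h, then exposed 24 h to a dilution series; GF-AFC added 30 min at 37C, fluorescence 405/540 nm; normalised to medium-only and DMSO wells, Hill fit.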
GPT2 inh: Primary qHTS assay for inhibitors of Glutamate pyruvate transaminase 2 (GPT2). AID 1671188, 2021. hit rate 0.25% among 100,000. Alanine aminotransferase 2 (Homo sapiens), Q8TD30. Recombinant GPT2, coupled pyruvate oxidase/HRP Amplex Red fluorescence. Potency, µM (series often up to 57.7 µM), for inactives: at the highest dose activity change, negative = inhibition, hits mostly inhibitors; also: potency is read from the fitted curve at half-maximal effect; nearly all actives have a fitted effect of over 60% in size; many of its hits are not listed in these tables
Target sequence (Q8TD30 whole entry, looked up): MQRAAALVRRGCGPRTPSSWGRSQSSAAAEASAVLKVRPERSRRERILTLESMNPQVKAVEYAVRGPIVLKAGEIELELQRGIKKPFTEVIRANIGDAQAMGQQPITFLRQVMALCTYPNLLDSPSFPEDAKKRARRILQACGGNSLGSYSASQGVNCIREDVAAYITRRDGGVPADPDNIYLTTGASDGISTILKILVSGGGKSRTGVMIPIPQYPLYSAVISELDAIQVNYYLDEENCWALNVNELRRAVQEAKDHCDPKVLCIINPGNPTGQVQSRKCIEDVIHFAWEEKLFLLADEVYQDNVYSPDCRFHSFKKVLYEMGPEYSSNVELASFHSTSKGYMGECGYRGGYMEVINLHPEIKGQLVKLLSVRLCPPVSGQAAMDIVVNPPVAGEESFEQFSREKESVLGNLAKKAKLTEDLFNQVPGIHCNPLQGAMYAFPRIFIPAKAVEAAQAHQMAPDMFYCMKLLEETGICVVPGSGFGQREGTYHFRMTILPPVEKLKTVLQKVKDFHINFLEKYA
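Fluorescence read-out: pyruvate from GPT2 turnover coupled to pyruvate oxidase, HRP and Amplex Red (0.2mM ThPP, 0.2U/mL PO and HRP, 50uM Amplex final). Substrates 250uM a-KG, 2mM L-alanine; enzyme 10ng/uL; 30 min RT.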
HEK293 tox: Cytotoxic Profiling in HEK 293 Cell Line of Diverse Libraries Using Quantitative High-Throughput Screening; Potency, µM (highest dose often 115 µM), for inactives: at the top dose activity change, negative = cytotoxicity, usual class: inhibitors; HEK 293 viability, ATP luminescence (CellTiter-Glo), 48-72 h; hit rate 6.6% among 94,000; also: potency is read from the fitted curve at half-maximal effect; nearly all actives have a fitted effect of over 60% in size
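Luminescence from cellular ATP, measured with CellTiter-Glo, indicates HEK 293 viability. Cells plated at 250 cells/well are treated with compound for 48 or 72 hr at 37 degree Celsius before reagent addition.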
Numbers without * were called inactive; i = inactive; ? = inconclusive; · = no result given; [ ] = dose if it differs, or a comment. Unless noted, calls follow the shape of the dose curve; as a rule, active = well fitted curve in the direction sought with a large enough effect; inconclusive = small, poorly fitted or top-dose-only effect, or another doubt; inactive = no such curve, though single readings can be large; an effect the other way counts as inactive or inconclusive. Unless noted, % is scaled to controls: 0 for no effect and ±100 for the full control effect.

#1 COC1CC(OC2CCC3(C)C(CCC4C3CCC3(C)C(C5=CC(=O)OC5)C(OC(C)=O)CC43O)C2)OC(C)C1OC1OC(CO)C(O)C(O)C1O (stereo not drawn)
#2 CC1=CC2/C=C(\C)CCC(O)C(O)C(O)CC(=O)C23C(=O)NC(CC(C)C)C3C1C (stereo not drawn)
#3 O=C(c1ccccc1)N1C[C@@H](c2ccc3c(c2)OCO3)[C@@H]2[C@H]1C1CCN2CC1
#4 CC(=O)c1ccc(NC(=O)OC[C@H]2C[C@@H]3CCN2C[C@@H]3c2cc(C3CCCC3)nc(-c3ccncc3)n2)cc1
#5 O=S(=O)(NC[C@H]1C[C@@H]2CCN1C[C@@H]2CN1CCN(c2ccccn2)CC1)c1cccs1
#6 COc1cc2c(cc1OCC1CC1)NC(=O)C21CCN(c2ccnc(C)n2)CC1
#7 OCCOc1ccccc1
#8 O=S1(=O)N(Cc2ccccc2)CCCN1Cc1ccc(F)cc1Cl
#9 C=C[C@H]1CN2CC[C@H]1C[C@@H]2CNCc1ccc(C(F)(F)F)cc1
#10 COc1ccc(-c2cn(C[C@H]3CC4CCN3C[C@@H]4C(=O)NCc3ccccc3OC)nn2)cc1 (stereo partly drawn)
Screen / compound no.,1,2,3,4,5,6,7,8,9,10
Luciferase inh,·,·,0%,7%,1%,-20%[172 µM],·,·,4%[172 µM],-13%
NIH3T3 tox,·,·,-11%,22µM*,-24%,?,·,·,?,?
HEK293 tox,·,·,-9%,32µM*,-15%,79µM*,·,·,?,?
SNCA viab count,?,-36%[23.9 µM],-17%,-5%,-4%,-16%[87.6 µM],6%[23.9 µM],4%,-10%[87.6 µM],-16%
IP6K1 inhibitor,0,-4,0,9,-1,-16,0,-15,-5,-8
GPT2 inh,i,?,i,?,?,2%[88.5 µM],i,·,2%[88.5 µM],i
SNCA expr inhib,·,·,-19%,-17%,-12%,-8%[87.6 µM],-19%[25.6 µM],-2%,-6%[87.6 µM],32%[activator]

#11 CCNC(=O)[C@H]1O[C@@H](n2cnc3c(N)ncnc32)[C@H](O)[C@@H]1O
#12 C/C=C1/CN2CC[C@]34C(=Nc5ccccc53)[C@@H]2C[C@@H]1[C@H]4C(=O)OC
#13 COc1ccc(OC)c(S(=O)(=O)NC[C@H]2C[C@@H]3CCN2C[C@@H]3c2cc(-c3ccco3)nc(C)n2)c1
#14 O=C(Nc1ccc(OC(F)(F)F)cc1)c1cccn(Cc2ccccc2Cl)c1=O
#15 Cc1ccccc1Cn1cccc(C(=O)Nc2nc3ccccc3s2)c1=O
#16 C[C@@H]1O[C@@H](O[C@@H]2C=C3CC[C@@H]4[C@H](CC[C@]5(C)[C@@H](c6ccc(=O)oc6)CC[C@]45O)[C@@]3(C)CC2)[C@H](O)[C@H](O)[C@H]1O
#17 N#Cc1cc2c(nc1SCC(=O)Nc1cccc(C(F)(F)F)c1)C1CCN2CC1
#18 O=C1NCCOCCCN[C@H]2CCCC[C@@H]12
#19 C=CCC1=C(C)C(OC(=O)C2C(C=C(C)C)C2(C)C)CC1=O (stereo not drawn)
#20 O=C(NC[C@H]1C[C@@H]2CCN1C[C@@H]2CN1CCC(Cc2ccccc2)CC1)c1ccccc1
Screen / compound no.,11,12,13,14,15,16,17,18,19,20
Luciferase inh,·,·,-1%,·,·,·,·,5%,·,0%[172 µM]
NIH3T3 tox,·,·,-24%,·,·,·,·,-26%,·,25µM*
HEK293 tox,·,·,-27%,·,·,·,·,-12%,·,25µM*
SNCA viab count,-8%,1%,7%,0%,3%,-21%[23.9 µM],-3%,1%,23%,?
IP6K1 inhibitor,·,-11,17,5,-14,7,-16,0,21,-6
GPT2 inh,i,i,i,·,·,i,·,0%,?,2%[88.5 µM]
SNCA expr inhib,44%[activator],·,-4%,-4%,34%,-49%[25.6 µM],12%,-24%,-36%,-29%[87.6 µM]

Shown as labelled records: four of the compounds above.
#13 COc1ccc(OC)c(S(=O)(=O)NC[C@H]2C[C@@H]3CCN2C[C@@H]3c2cc(-c3ccco3)nc(C)n2)c1
  Luciferase inh = -1%
  NIH3T3 tox = -24%
  HEK293 tox = -27%
  SNCA viab count = 7%
  IP6K1 inhibitor = 17
  GPT2 inh = i
  SNCA expr inhib = -4%

#18 O=C1NCCOCCCN[C@H]2CCCC[C@@H]12
  Luciferase inh = 5%
  NIH3T3 tox = -26%
  HEK293 tox = -12%
  SNCA viab count = 1%
  IP6K1 inhibitor = 0
  GPT2 inh = 0%
  SNCA expr inhib = -24%

#15 Cc1ccccc1Cn1cccc(C(=O)Nc2nc3ccccc3s2)c1=O
  Luciferase inh = ·
  NIH3T3 tox = ·
  HEK293 tox = ·
  SNCA viab count = 3%
  IP6K1 inhibitor = -14
  GPT2 inh = ·
  SNCA expr inhib = 34%

#16 C[C@@H]1O[C@@H](O[C@@H]2C=C3CC[C@@H]4[C@H](CC[C@]5(C)[C@@H](c6ccc(=O)oc6)CC[C@]45O)[C@@]3(C)CC2)[C@H](O)[C@H](O)[C@H]1O
  Luciferase inh = ·
  NIH3T3 tox = ·
  HEK293 tox = ·
  SNCA viab count = -21%[23.9 µM]
  IP6K1 inhibitor = 7
  GPT2 inh = i
  SNCA expr inhib = -49%[25.6 µM]

Continued.
#21 COc1cc2c(cc1OCc1ccccc1)NC(=O)C21CCN(CC2CC2)CC1
#22 O=[N+]([O-])c1ccc2nc(N3CCNCC3)ccc2c1
#23 O=C(O)C1=NOC2CN(CC3CCOCC3)CC12 (stereo not drawn)
#24 CCNC(=O)N1CC2CN(C(C)C)CC(C1)O2
#25 CN(C)CCc1c[nH]c2ccc(CN3CCN(C)S3(=O)=O)cc12
#26 COC[C@H]1C[C@@H](NCc2cn(C)c3ccccc23)[C@H](O)[C@@H]1O
#27 CC(C)NC(=O)[C@H]1CN2CC[C@H]1C[C@@H]2Cn1cc(CO)nn1
#28 C=C[C@H]1CN2CC[C@H]1C[C@@H]2CNC(=O)c1ccc(C#N)cc1
#29 Cc1cc(C)cc(CN2CCC3(CCNCC3)C2)c1
#30 CN1CCc2c([nH]c3ccccc23)C12CCNCC2
Screen / compound no.,21,22,23,24,25,26,27,28,29,30
Luciferase inh,?,·,·,5%,·,-25%[172 µM],-4%[172 µM],-2%[172 µM],4%,9%
NIH3T3 tox,32µM*,·,i,-1%,·,-15%[138 µM],-2%[174 µM],-26%[174 µM],?,?
HEK293 tox,40µM*,·,i,-7%,·,-14%[172 µM],-1%[172 µM],-14%[172 µM],?,89µM*
SNCA viab count,-1%[87.6 µM],-21%,-2%[87.6 µM],28%,4%,-3%[87.6 µM],0%[87.6 µM],1%[87.6 µM],1%,8%[12.5 µM]
IP6K1 inhibitor,-13,·,6,-4,-4,10,-4,5,22,6
GPT2 inh,3%[88.5 µM],-14%,-4%[88.5 µM],-11%,i,5%[88.5 µM],-6%[88.5 µM],0%[88.5 µM],i,3%
SNCA expr inhib,128%[activator][87.6 µM],24%,3%[87.6 µM],16%,·,6%[87.6 µM],-9%[87.6 µM],8%[87.6 µM],3%,22%

#31 O=C(Nc1ccc(Cl)cc1C(=O)c1ccccc1)c1cc(Cl)cc(Cl)c1
#32 C#C[C@]1(O)C=C[C@@H]2[C@@H]3CCC4=CC(=O)CC[C@@H]4[C@H]3CC[C@@]21CC
#33 c1cnc2c(c1)ncn2C1CCNCC1
#34 CCCN1CCO[C@@H]2c3cc(O)ccc3OC[C@@H]21
#35 Cn1cc(CN2CCOC[C@H](O)C2)c2ccccc21
#36 Oc1ccc(Cl)cc1
#37 O[C@H]1[C@H](NCc2ccncc2)[C@H]2CO[C@H](O2)[C@@H]1N1CCOCC1
#38 c1cncc(C2=NOC3(CCN(C4CCCCC4)CC3)C2)c1
#39 CC[n+]1c(-c2ccccc2)c2cc(N)ccc2c2ccc(N)cc21
#40 O=C1CC[C@@]2(O)[C@H]3Cc4ccc(O)c5c4[C@@]2(CCN3CC2CC2)[C@H]1O5
Screen / compound no.,31,32,33,34,35,36,37,38,39,40
Luciferase inh,·,·,·,·,0%[230 µM],·,-2%[172 µM],·,·,·
NIH3T3 tox,·,·,·,·,89µM*,·,0%[174 µM],4%[138 µM],·,·
HEK293 tox,·,·,·,·,63µM*,·,2%[172 µM],i,·,·
SNCA viab count,10%,-4%,-7%,?,-19%[87.6 µM],-23%[23.9 µM],7%[87.6 µM],?,-17%[23.9 µM],0%[23.9 µM]
IP6K1 inhibitor,-19,·,22,·,10,13,1,5,-52*,9
GPT2 inh,·,i,·,i,-9%[88.5 µM],1%,-5%[88.5 µM],i,?,i
SNCA expr inhib,-2%,-18%,15%,?,?,-32%[25.6 µM],-11%[87.6 µM],9%[87.6 µM],-39%[25.6 µM],-6%[25.6 µM]

#41 C[C@H]1O[C@@H](O[C@H]2C[C@@H](O)[C@]3(CO)C4C(CC[C@]3(O)C2)[C@@]2(O)CC[C@H](C3=CC(=O)OC3)[C@@]2(C)C[C@H]4O)[C@@H](O)[C@@H](O)[C@H]1O (stereo partly drawn)
#42 OC(CNc1ccccc1)Cn1c2ccc(Br)cc2c2cc(Br)ccc21 (stereo not drawn)
#43 CC(=O)c1cccc(NC(=O)c2cccn(Cc3cccc(C)c3)c2=O)c1
#44 NC(=O)c1ncn2c1CN=C(c1ccccc1Br)c1cc(F)ccc1-2
#45 CCn1cc(S(=O)(=O)N2[C@H]3CC[C@@H]2c2cnc(C)nc2C3)cn1
#46 O=C(c1ccccc1)N1C[C@@H]2C[C@H](C1)c1c(-c3ccc(Cl)cc3)ccc(=O)n1C2
#47 N#Cc1cccc(-c2ccc3n(c2=O)C[C@H]2C[C@@H]3CN(C(=O)Nc3ccccc3)C2)c1
#48 COc1cc([C@@H]2c3cc4c(cc3[C@H](O)[C@@H](CO)[C@@H]2C(=O)N2CCCC2)OCO4)cc(OC)c1OC
#49 C[C@@H]1CC[C@H]2[C@@H](C)C(=O)O[C@@H]3O[C@@]4(C)CC[C@@H]1[C@]32OO4
Screen / compound no.,41,42,43,44,45,46,47,48,49
Luciferase inh,·,·,·,·,4%,1%[172 µM],4%[172 µM],0%,·
NIH3T3 tox,·,·,·,·,2%,-1%[174 µM],?,?,·
HEK293 tox,·,·,·,·,-3%,-22%[172 µM],-17%[172 µM],?,·
SNCA viab count,-36%[23.9 µM],-15%,-17%,3%,6%,1%[87.6 µM],-14%[87.6 µM],-8%,-5%[23.9 µM]
IP6K1 inhibitor,11,16,21,2,1,5,-8,-8,-15
GPT2 inh,i,0%,·,?,i,5%[88.5 µM],i,i,i
SNCA expr inhib,·,·,-15%,·,1%,24%[87.6 µM],-16%[87.6 µM],2%,-20%[25.6 µM]

This is a subset. The share of hits here may be higher or lower than overall.
